Screens from PubChem.
KDM5B inh: KDM5B demethylase inhibition. 2.6% of 220,000 active. Potency, µM (top dose mostly 57.7 µM), inactives show at the highest dose activity change, negative = inhibition, hits mostly inhibitors. KDM5B demethylase, FDH-coupled NADH fluorescence (FDH is formaldehyde dehydrogenase); active = well fitted inhibition curve with a large enough effect; inconclusive = small, poorly fitted or top-dose-only effect; inactive = no such curve, though single readings can be large or run the other way; note: 0% is about no effect; nearly all actives have a fitted effect of over 70% in size
Target sequence (Q9UGL1 whole entry, looked up): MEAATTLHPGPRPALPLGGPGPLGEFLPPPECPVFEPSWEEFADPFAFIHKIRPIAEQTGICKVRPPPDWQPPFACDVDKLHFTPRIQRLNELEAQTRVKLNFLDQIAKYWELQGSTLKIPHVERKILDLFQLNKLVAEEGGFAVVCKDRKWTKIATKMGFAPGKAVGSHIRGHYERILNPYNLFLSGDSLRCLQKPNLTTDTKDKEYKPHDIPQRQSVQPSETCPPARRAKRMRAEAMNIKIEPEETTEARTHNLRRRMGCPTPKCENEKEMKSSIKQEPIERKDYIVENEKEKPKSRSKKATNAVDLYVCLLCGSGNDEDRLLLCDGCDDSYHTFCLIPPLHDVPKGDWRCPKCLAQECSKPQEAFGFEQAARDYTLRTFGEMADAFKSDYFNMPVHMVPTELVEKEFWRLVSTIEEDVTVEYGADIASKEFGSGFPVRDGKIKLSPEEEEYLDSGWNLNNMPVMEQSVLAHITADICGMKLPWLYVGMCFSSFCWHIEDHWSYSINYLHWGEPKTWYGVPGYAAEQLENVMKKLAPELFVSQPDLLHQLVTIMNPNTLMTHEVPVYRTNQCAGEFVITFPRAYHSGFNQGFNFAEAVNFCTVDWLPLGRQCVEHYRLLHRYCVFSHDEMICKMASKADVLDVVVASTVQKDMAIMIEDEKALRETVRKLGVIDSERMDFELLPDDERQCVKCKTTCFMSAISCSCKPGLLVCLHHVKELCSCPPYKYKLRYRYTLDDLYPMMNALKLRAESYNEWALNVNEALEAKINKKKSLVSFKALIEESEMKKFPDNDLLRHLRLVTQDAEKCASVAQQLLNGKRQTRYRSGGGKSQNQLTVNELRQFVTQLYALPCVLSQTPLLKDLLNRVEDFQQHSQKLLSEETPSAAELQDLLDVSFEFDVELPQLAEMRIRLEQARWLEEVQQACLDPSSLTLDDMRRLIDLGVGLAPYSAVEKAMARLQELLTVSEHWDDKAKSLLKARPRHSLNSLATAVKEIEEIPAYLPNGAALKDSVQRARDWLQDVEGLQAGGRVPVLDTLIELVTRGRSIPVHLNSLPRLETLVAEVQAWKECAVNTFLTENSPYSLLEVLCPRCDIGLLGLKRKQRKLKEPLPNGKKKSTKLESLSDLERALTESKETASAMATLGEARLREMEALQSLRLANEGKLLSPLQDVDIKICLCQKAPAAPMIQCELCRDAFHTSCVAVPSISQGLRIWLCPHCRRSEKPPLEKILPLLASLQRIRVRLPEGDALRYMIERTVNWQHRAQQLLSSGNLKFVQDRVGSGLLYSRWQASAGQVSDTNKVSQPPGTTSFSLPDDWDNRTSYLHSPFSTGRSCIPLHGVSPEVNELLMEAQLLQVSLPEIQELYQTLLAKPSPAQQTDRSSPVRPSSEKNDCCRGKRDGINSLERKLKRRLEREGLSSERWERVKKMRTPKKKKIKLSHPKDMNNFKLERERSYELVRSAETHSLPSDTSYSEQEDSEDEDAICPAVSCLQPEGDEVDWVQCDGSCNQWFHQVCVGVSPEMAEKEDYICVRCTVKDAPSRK
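qHTS format, multiple compound concentrations. Buffer 50 mM HEPES pH 7.5/0.01% Tween-20; 200 nM KDM5BΔAP final; 10 min compound preincubation; substrate-mix levels 12.5 µM peptide, 25 µM α-KG, 0.25 mM NAD⁺; 30 min RT; ΔRFU.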
The depositor's hits bear a star; ? = inconclusive; [ ] = another dose, or the depositor's remark. Potency is the fitted concentration of half-maximal effect. These rows are one share of the data. The share of hits here may be higher or lower than overall.

KDM5B inh	structure
2%	Cc1ccc(CN(C)C(=O)c2cc(Br)ccc2O)c(C)c1
-13%	Cc1cccc(C)c1N1CCN(C(=O)c2ccc3c(c2)OCO3)CC1
1%	Cc1ccccc1CNC(=O)C(=O)NCC(c1ccc2c(c1)OCO2)N1CCOCC1 (stereo not drawn)
-20%	CC(=O)NCCNc1nc2c(-c3cccc(C)c3)nnn2c2ccc(Cl)cc12
?	CCc1ccc(NC(=O)C(=O)NCCc2sc(-c3ccc(OC)c(OC)c3)nc2C)cc1
?	Cn1cc(S(=O)(=O)c2ccccc2)c(=O)c2cc(F)c(N3CCCCC3)cc21
25%	CCOc1cc(=O)n2c(c1C(=O)NC1CCCC1)CCCCC2
2%	O=C(/C=C/Nc1ccc(Oc2ccccc2)cc1)c1ccc(Br)cc1
1%[86.2 µM]	CC1=C[C@@H](CNC(=O)c2ccncc2)[C@H](C(C)C)C[C@H]1CC(=O)N1CCN(C)CC1
-4%	CCOc1ccc(NC(=O)c2cnc(N3CCCC3)nc2C)cc1
5%	O=C(Nc1ccc2ncnc(N3CCCCC3)c2c1)c1ccc(F)c(F)c1
?	COc1ccc(Nc2ccnc(N3CC4CCC(C3)N4CC(F)(F)F)n2)cc1

The final 2 records of the part before are carried over, then new ones follow:
KDM5B inh	structure
5%	O=C(Nc1ccc2ncnc(N3CCCCC3)c2c1)c1ccc(F)c(F)c1
?	COc1ccc(Nc2ccnc(N3CC4CCC(C3)N4CC(F)(F)F)n2)cc1
8%	CCNc1c(NC(=O)NCCc2ccccc2)c(=O)oc2ccccc12
?	CCN1CCN(c2nc3ccccn3c(=O)c2/C=C(\C#N)S(=O)(=O)c2ccccc2)CC1
13%	COc1ccc(Oc2coc3cc(OCc4ccccc4Cl)ccc3c2=O)cc1
-16%	CC(C)NC(=O)C[C@@H]1c2nc(NC(=O)c3ccc(F)cc3)sc2C[C@@H]2[C@](C)(CO)[C@H](O)CC[C@]21C
-30%	O=C(c1ccc(F)cc1)N1C[C@H]2OC(=O)N(CCCN3CCOCC3)[C@H]2C1
-15%	Cc1ccnc(N2CCCC(C(=O)NC3CC3)C2)n1 (stereo not drawn)
2%	Cc1ccc(Cl)cc1N1CCN(CC(=O)NC2CCCC2)CC1
23%	COc1cccc(CNC(=O)[C@@H]2C[C@@H](O)CN2C2CCN(C(=O)c3cccs3)CC2)c1
30%	CCn1ncc(CN2CCC(Oc3cc(C(=O)NC4CC4)ccc3OC)CC2)c1C
-4%	O=C(CN1CCCN(Cc2ccc(Cl)cc2)S1(=O)=O)Nc1ccccc1F
-22%	COc1ccccc1CNS(=O)(=O)c1ccc2c(c1)CC(=O)N2C
-12%	CCc1ccc(NC(=O)C2CCN(c3nn4cc(-c5ccc(OC)cc5)nc4s3)CC2)cc1

Three entries from above, reformatted:
Cn1cc(S(=O)(=O)c2ccccc2)c(=O)c2cc(F)c(N3CCCCC3)cc21
  KDM5B inh: ?

CCOc1cc(=O)n2c(c1C(=O)NC1CCCC1)CCCCC2
  KDM5B inh: 25%

O=C(/C=C/Nc1ccc(Oc2ccccc2)cc1)c1ccc(Br)cc1
  KDM5B inh: 2%

(list continues)
KDM5B inh	structure
?	COC(=O)[C@@H]1Cc2c([nH]c3ccccc23)[C@H]2C[C@@H](NCCCn3ccnc3)C[C@@H](c3ccccc3)N21
-21%	Cc1ccc(-c2cc(N3CCC(CNC(=O)c4ccc[nH]c4=O)CC3)n[nH]2)cc1
10%	COc1ccc(-c2cc(-c3nc(-c4cccc(Cl)c4)no3)[nH]n2)cc1
?	O=C(Cc1ccc(N(Cc2cccc(F)c2)C(=O)c2ccco2)cc1)Nc1ccccc1
-29%[86.2 µM]	COc1ccc(-c2[nH]nc3ncc(C(=O)N(C)Cc4ccccc4)nc23)c(C)c1
?	Cc1ccc(CCNC(=O)Cn2nc(C)c3c(C)n(-c4ccc(C)cc4)nc3c2=O)cc1
1%	CCN1CCN(C(=O)c2cc(=O)c3cc(C)ccc3o2)CC1
1%	O=C(c1ccccc1F)N1CCC2(CC1)COc1ccccc1NC2=O
?	COc1ccc(CC(=O)NCc2ccc3c(c2)CCN3C(=O)c2cccc(C)c2)cc1
24%[149 µM]	O=C1Nc2ccccc2CC12CN([S+](=O)([O-])c1ccccc1)C2
-25%	O=C(c1ccncc1)N1CCC(Cc2nc(-c3ccccc3)n[nH]2)CC1
11%	CN(CCc1ccccc1)C(=O)Cn1cc(C(N)=O)c2ccccc21

Additional records follow.
KDM5B inh	structure
13%	COC(=O)c1cc2c(C(F)(F)F)cc(-c3ccccc3)nc2s1
35µM*	Cn1cc(CN2Cc3c(cc(N4CCOCC4)nc3-c3ccc(CO)cc3)C2=O)cn1
-1%	CCOc1ccc(CNS(=O)(=O)c2ccc(-c3ccc(=O)[nH]n3)o2)cc1OC
?	CCOCCn1c(SC)nc2c1c(=O)[nH]c(=O)n2C
26%	Cn1ccnc1C(=O)N1CC(F)(F)C[C@H]1c1nc(C2CC2)no1
-41%	COc1ccc(Br)cc1CNC(=O)C1CCN(c2nnc(-n3cccc3CNc3ccc(C)cc3)s2)CC1
1%	CCn1c(=O)cc(OCC(=O)Nc2ccccc2Cl)c2ccccc21
10%	Cc1ccc(Sc2ccc(NC(=O)c3n[nH]c(=O)c4ccccc34)cc2)cc1C
11%	CN(Cc1ccccc1)Cc1cc(CC2(NCc3ccc(OC(F)(F)F)cc3)COC2)no1
?	CCC(=O)N/C(=N/c1nc(C)cc(C)n1)Nc1ccccc1
20%	CSCCC(=O)N1CCCC1C(=O)Nc1cccc(-n2cccn2)c1 (stereo not drawn)
13µM*	O=C1NCCCCCCN(Cc2ccc(F)c(F)c2)[C@H]2CCC[C@@H]12

The results go on:
KDM5B inh	structure
-4%	COc1cccc2c1Oc1ncccc1N(C(=O)CCC(=O)NCc1ccccc1Cl)C2
-14%	Oc1ccc(CCC2CCCCN2Cc2nc(Cc3cccc(F)c3)no2)cc1 (stereo not drawn)
14%[86.2 µM]	O=C(C[C@@H]1O[C@H](CNCc2ccc(F)cc2)[C@@H](O)[C@H]1O)NCc1ccc(F)cc1
-2%	CC(C)Oc1ccc(C(=O)N2[C@@H]3CC[C@H]2CC(NC(=O)c2ccncc2)C3)cc1 (stereo partly drawn)
-6%	CCC(=O)N1CCc2cc(S(=O)(=O)NC(Cc3ccccc3)C(=O)NCc3ccc(F)cc3)ccc21 (stereo not drawn)
-22%	CCOc1cccc(/C=C(/C#N)c2ccccn2)c1OC(F)F
-17%[86.2 µM]	CN(C)C(=O)c1nc2sccn2c1Br
17%	O=C1c2ccccc2NC(c2cccc(Cl)c2)N1c1ccc(N2CCOCC2)cc1 (stereo not drawn)
-7%	COc1ccc(-c2c3c(=O)n(C)c(=O)n(C)c3c3c(-c4ccc(C)cc4)nc4ccccc4n23)cc1
0%	COC(=O)c1sccc1S(=O)(=O)N(CC(=O)NCc1ccc(C)cc1)c1ccccc1
?	CN(Cc1ccccc1)C(=O)c1cc2c(=O)n3ccccc3nc2s1
18%	NS(=O)(=O)c1ccc(CCNC(=O)C(c2ccccc2)c2ccccc2)cc1

Some of these compounds in order of their number in KDM5B inh, low to high:
KDM5B inh	structure
-22%	CCOc1cccc(/C=C(/C#N)c2ccccn2)c1OC(F)F
-4%	COc1cccc2c1Oc1ncccc1N(C(=O)CCC(=O)NCc1ccccc1Cl)C2
-2%	CC(C)Oc1ccc(C(=O)N2[C@@H]3CC[C@H]2CC(NC(=O)c2ccncc2)C3)cc1 (stereo partly drawn)
0%	COC(=O)c1sccc1S(=O)(=O)N(CC(=O)NCc1ccc(C)cc1)c1ccccc1
17%	O=C1c2ccccc2NC(c2cccc(Cl)c2)N1c1ccc(N2CCOCC2)cc1 (stereo not drawn)

Next part:
KDM5B inh	structure
13%	Cc1ccc(CC2C(=O)N(C)c3ccc(Br)cc32)cc1 (stereo not drawn)
7%	CCOC(=O)C1=C(N)Oc2c(oc(CO)cc2=O)C1c1cc(Cl)ccc1Cl (stereo not drawn)
23%	CCCCCCCCOc1ccc(/C=C/C(=O)C2C(=O)C=C(C)OC2=O)cc1 (stereo not drawn)
0%	CCOc1ccccc1CN1C(=O)CN(S(C)(=O)=O)CC1(C)C(=O)NCc1ccc(F)cc1 (stereo not drawn)
25%	Cn1ccnc1CNC(=O)C[C@@H]1C[C@H]2O[C@H](CNC(=O)NCc3ccccc3)[C@@H](O)[C@H]2O1
0%	Cc1cccc(C)c1NC(=O)CSc1nccn1C
-16%[86.2 µM]	CCNC(=O)NC[C@H]1COCc2nc3cc(C(=O)OC)ccc3n21
?	CS(=O)(=O)N1CCC(Oc2ccccc2C(=O)N2CCC[C@H]2CO)CC1
-17%	O=C(Nc1ccc2c(c1)C(=O)N1CCC[C@H]1C(=O)N2)c1n[nH]c2c1CCC2
-4%	COCc1nc(C2CCN(S(=O)(=O)c3cccc(OC)c3)C2)no1 (stereo not drawn)
-5%	Cc1cc(=O)n(CC(=O)NCc2ccc(OC(C)C)cc2)c2c1c(C)nn2-c1cccc(F)c1
-1%	Cc1ccc2oc(=O)c(S(=O)(=O)N3CCc4ccccc4C3)cc2c1

(cont.)
KDM5B inh	structure
3%[149 µM]	O=C(c1ccccn1)N1CCCC2(CC(c3cccnc3)=NO2)C1 (stereo not drawn)
12%	Fc1ccc(C2Cn3nnc(-c4nc(-c5ccccc5F)no4)c3CO2)cc1 (stereo not drawn)
-17%	Cc1ccc(-c2ccc(=O)n(CC(=O)Nc3cccc(C#N)c3)n2)cc1
-4%	CC(CNC(=O)c1cc2ccccc2o1)N1CCCC1 (stereo not drawn)
-9%	O=C(CC1C(=O)NCCN1Cc1cccc(Oc2ccccc2)c1)NCCc1ccncc1 (stereo not drawn)
28µM*	COCCN1C(=O)c2cccn2CC1CNC(=O)c1cc2ccccc2[nH]1 (stereo not drawn)
?	O=C(NC1CCCNC1)C1CCN(c2nc(-c3ccccc3)nc3c2CCC3)CC1 (stereo not drawn)
-10%	Cc1ccn(CC(=O)N[C@@H]2CN(C)C[C@H]2CN(C)C)n1
1%	CCOc1ccccc1OC(=O)c1ccc(F)cc1Cl
-13%[149 µM]	Cc1ccc(-c2cccc(CN)c2)cc1Cl
?	COc1ccc(CNC(=O)CCC2N=C3c4ccccc4N=C(SCc4cccc(F)c4)N3C2=O)cc1 (stereo not drawn)
9%	Cc1ccc(NC(=O)CN2C(=O)C(C)(C)c3cc(S(=O)(=O)N4CCCCC4)ccc32)cc1F

Following part:
KDM5B inh	structure
53%[activator]	O=C(O)CCNC(=O)Cn1nc2c(cc1=O)CCCCC2
-14%[115 µM]	COc1ccc(-n2nc3n(c2=O)CCN(C(=O)c2ccccc2)C3)cc1
8%	CCCCc1ccc(NC(=S)NCCc2ccc(Cl)cc2)cc1
15%	COc1ccc(C(=O)N2CCc3nc(N)nc(N4CCCC4)c3CC2)o1
-29%	Cc1cc(SCC(=O)Nc2ccc(C(F)(F)F)cc2)nc(=O)[nH]1
-22%	COc1ccc(-c2cc3nc(C)c(CCC(=O)Nc4cccc(C(F)(F)F)c4)c(C)n3n2)c(OC)c1
-15%	CC1CCN(S(=O)(=O)c2ccc3c(c2)N(CC(=O)NCCCN2CCCC(C)C2)C(=O)CS3)CC1 (stereo not drawn)
-20%	CC1(C)C(=O)N(CCOc2ccccc2)[C@H]2CN(Cc3ccc4c(c3)CCO4)C[C@@H]2[S+]1(=O)[O-]
-10%[86.2 µM]	COc1cccc(CN2CCCCC23Cc2ccccc2NC3=O)c1 (stereo not drawn)
-20%	Cc1ccc(C)c(NC(=O)c2cc(C3CC3)nc3ccccc23)c1
8.9µM*	O=C(c1ccsc1)N1CCCC2(C1)Nc1cccnc1NC2=NC1CCCC1 (stereo not drawn)
-17%	Cc1cnn(C(C)C(=O)N2CCC3(CCC(=O)N(C4CC4)C3)CC2)c1 (stereo not drawn)

The list continues.
KDM5B inh	structure
-10%	Cc1ccc(-n2ncc3c(=O)[nH]c(SCC(=O)Nc4ccc5c(c4)OCO5)nc32)cc1C
29%	CCC(CO)NC(=O)c1ccccc1C(F)(F)F (stereo not drawn)
?	CCN1c2cc(C(=O)Nc3ccc(C)cc3)ccc2C(=O)N2CCCC21 (stereo not drawn)
10%	NS(=O)(=O)c1ccc(NC(=O)CSc2cn[nH]n2)cc1
13%	CC(=O)N(Cc1nc(-c2ccc(C)cc2)no1)C1CCCCC1
?	CC(C)Oc1ccc(-c2nc3c(C#N)c[nH]n3c2NC2CCCCC2)cc1
-10%	COc1ccc(C(=O)N2CCN(CCNC(=O)C(=O)Nc3ccc(F)cc3)CC2)cc1
13%	O=C(Nc1ccccc1F)c1ccccc1C(F)(F)F
14%	CC(C)CNC(=O)N1CCn2nnc(CCC(=O)N3CCOCC3)c2C1
?	CNC(=O)C(CC(C)C)NC(=O)Cc1nc(-c2cccs2)oc1C (stereo not drawn)
-11%	CCc1ccc2occ(CC(=O)Nc3ccc(OC)c(Cl)c3)c2c1
21%	C[C@@H](NC(=O)[C@@]1(O)C[C@@H](O)[C@H](O)[C@@H](NS(=O)(=O)c2cccc(C(F)(F)F)c2)C1)C(N)=O

Continued.
KDM5B inh	structure
8%	O=C(Nc1ccc2c(c1)Cc1ccccc1-2)c1ccc2c(c1)OCO2
-6%	CC(C)CCNC(=O)c1cc(-c2ccncc2)nc2ccc(S(=O)(=O)N3CCOCC3)cc12
16%	CCN(C(=O)COC(=O)CCCc1c[nH]c2ccccc12)c1c(N)n(Cc2ccccc2)c(=O)[nH]c1=O
19%	CCCC(C)NC(=O)COC(=O)CCS(=O)(=O)c1ccc(C)cc1 (stereo not drawn)
-9%	Cc1ccc(S(=O)(=O)N(C)CCc2noc(-c3ccccc3Cl)n2)c2nsnc12
-6%	CCOC(=O)N1CCN(C(=O)C[C@H]2C[C@@]3(C(=O)OC)C(=C[C@H](COCc4ccccc4)O[C@@H]3C)N(Cc3ccc(Cl)cc3Cl)C2=O)CC1
